Screens deposited in PubChem by several laboratories.
hK5 inh – human KLK5 protease inhibitors, primary screen, biochemical, 1536-well | Kallikrein-5 (Homo sapiens), Q9Y337 | recombinant hK5, fluorogenic AMC substrate cleavage | inhibition, % at 5 µM | actives 0.59% (n = 210,000);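 active = inhibition of 40% or more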;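 also: 0% = enzyme controls without compound and 100% = no-enzyme blanks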
Target sequence (Q9Y337 67-293 limits assumed): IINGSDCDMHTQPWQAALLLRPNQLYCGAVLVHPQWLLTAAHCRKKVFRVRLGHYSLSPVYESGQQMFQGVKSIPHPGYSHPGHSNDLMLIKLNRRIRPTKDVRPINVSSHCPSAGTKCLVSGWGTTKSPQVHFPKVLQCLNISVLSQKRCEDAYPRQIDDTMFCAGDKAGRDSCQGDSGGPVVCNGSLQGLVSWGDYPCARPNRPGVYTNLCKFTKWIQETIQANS
p97 ATPase inh – inhibitors of human p97 ATPase, primary screen, biochemical; recombinant p97 ATPase, Kinase-Glo ATP luminescence, 3 h; inhibition, % at 8 µM; actives 0.42% (n = 220,000); AID 1481, 2009; in the data active = inhibition above about 15%;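 also: 0% = DMSO vehicle and 100% = wells lacking enzyme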
FXIIa inh 1536 – human FXIIa protease inhibitors, primary screen, biochemical, 1536-well. AID 800, 2007. purified FXIIa, Boc-QGR-AMC fluorogenic substrate, 2 h. actives 0.3% (n = 220,000). inhibition, % at 5 µM; in the data active = inhibition above about 40%;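 also: 0% = enzyme with no compound and 100% = blank without enzyme; many of its hits are not listed in these tables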
Furin inh – human furin inhibitors, primary screen, biochemical, fluorescence intensity. P09958. purified furin, fluorogenic substrate cleavage. inhibition, % at 30 µM. actives 0.061% (n = 220,000). AID 463115, 2010; in the data active = inhibition above about 25%; also: inactives centre near -15
thrombin 1536 – human alpha-thrombin inhibitors, primary screen, counter-screen for coagulation protease inhibitor project, biochemical, 1536-well, fluorogenic AMC substrate; Prothrombin (Homo sapiens), P00734; Boc-VPR-AMC fluorogenic substrate cleavage; inhibition, % at 5 µM; actives 0.26% (n = 220,000);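 active = inhibition at or above 40%; inactive = inhibition below 40%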;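 also: 0% = enzyme with no compound and 100% = wells without enzyme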
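Assay system: human alpha-thrombin enzyme. Reagent: Boc-VPR-AMC substrate, 15 µM final. Compound dosing: one concentration per compound, 5 µM, with 0.2% DMSO. Incubation: room-temperature reaction. Technique: AMC fluorescence, 355/460 nm. Measure: % inhibition relative to enzyme controls and enzyme-free blanks.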
PERK inh – block of dimerizer-induced PERK translation repression, primary screen, PERK inhibitor project, CHO PERK-DD cells, SEAP luminescence, HTS. inhibition, % at 5.6 µM. CHO PERK-DD fusion, SEAP luminescence translation reporter. Eukaryotic translation initiation factor 2-alpha kinase 3 (Homo sapiens), Q9NZJ5. actives 0.17% (n = 220,000);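 active = inhibition above the mean inhibition of all tested compounds plus 3 SD, set separately per screening campaign, cut at about 2.9% in these data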;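 also: PERK kinase domain activated by AP20187 dimerizer at 100 nM; 0% = DMSO with dimerizer and 100% = rapamycin at 8.4 µM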
KCC2 mod – KCC2 cotransporter modulators, thallium flux, primary screen, cell-based, HEK293 KCC2, FluoZin-2 fluorescence, MLSMR | AID 1456, 2008 | Solute carrier family 12 member 5 (Homo sapiens), Q9H2X9 | actives 2.2% (n = 190,000) | B-score of Tl+ flux slope (higher = more flux/activation; lower = inhibition) at 10 µM | KCC2 cells, thallium flux FluoZin-2 fluorescence;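 active = thallium flux slope and its plate-corrected score both differing from the plate sample mean at a set confidence after two filtering rounds, in either direction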;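 also: slope of fluorescence scaled to starting intensity during 10 to 20 s after thallium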
FXIa inh – human FXIa protease inhibitors, primary screen, biochemical, 1536-well; inhibition, % at 5 µM; actives 0.14% (n = 220,000); purified FXIa, Boc-Glu-Ala-Arg-AMC fluorogenic substrate; Coagulation factor XI (Homo sapiens), P03951;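 active = inhibition of at least 40%; inactive = inhibition below 40%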;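 also: fluorescence of freed AMC excited at 355 nm; 0% = enzyme without compound and 100% = no enzyme blank; many of its hits are not listed in these tables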
Target sequence (P03951 19-387 limits assumed): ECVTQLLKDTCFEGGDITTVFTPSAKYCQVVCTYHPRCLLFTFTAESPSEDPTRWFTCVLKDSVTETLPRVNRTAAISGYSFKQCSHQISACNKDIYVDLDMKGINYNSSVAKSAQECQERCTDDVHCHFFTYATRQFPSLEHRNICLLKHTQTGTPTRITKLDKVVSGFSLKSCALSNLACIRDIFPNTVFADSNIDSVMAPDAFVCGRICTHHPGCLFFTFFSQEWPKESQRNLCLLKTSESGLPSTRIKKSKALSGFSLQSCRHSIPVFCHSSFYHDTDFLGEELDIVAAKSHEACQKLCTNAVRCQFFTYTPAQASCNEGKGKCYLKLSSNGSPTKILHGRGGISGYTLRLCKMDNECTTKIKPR
Target sequence (P03951 388-625 limits assumed): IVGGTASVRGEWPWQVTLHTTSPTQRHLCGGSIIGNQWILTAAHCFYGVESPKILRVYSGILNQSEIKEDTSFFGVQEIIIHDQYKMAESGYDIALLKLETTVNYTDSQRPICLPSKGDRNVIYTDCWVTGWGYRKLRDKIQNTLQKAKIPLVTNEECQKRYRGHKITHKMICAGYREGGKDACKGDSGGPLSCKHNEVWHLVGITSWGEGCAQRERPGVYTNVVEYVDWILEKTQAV
Wee1 degr inh – Wee1 degradation inhibitors, primary screen, cell-based, HeLa, Wee1K328M-luciferase, luminescence; Wee1-like protein kinase (Homo sapiens), P30291; HeLa Luc-Wee1K328M stability; 100% = proteasome inhibitor MG132 effect; reporter increase, % at 5 µM; actives 1.2% (n = 220,000); AID 1321, 2008;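 active = activation above the mean of all tested compounds plus 3 SD, set per screening run, cut at about 8.8% in these data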;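 also: cells exposed to compound for 20 h before luminescence read; 0% = DMSO alone and 100% = MG132 at 30 µM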
Starred values were filed as active, the others as inactive; · = no result given; [ ] = dose if it differs, or a comment.

SMILES	hK5 inh	p97 ATPase inh	FXIIa inh 1536	Furin inh	thrombin 1536	PERK inh	KCC2 mod	FXIa inh	Wee1 degr inh
CCNC(=O)NC(=O)COC(=O)CNC(=O)COc1ccccc1	-20	2	2	-18	8	0.6	0.11	5	2
CC1CCN(C(=O)c2cc(F)c(F)cc2Cl)CC1	-6	-1	8	-15[20 µM]	2	0.6	-0.16	2	0
COc1ccc2c(c1)cc1n2CCN=C1NN	0	-8	13	-5[20 µM]	1	-2.9	·	-13	7
Cc1ccc(S(=O)(=O)c2c(C)nn(-c3ccccc3)c2OC(=O)c2ccc(Br)o2)cc1	-19	2	15	-15	-4	0.2	0.68	4	2
C(=N\N1CCN(C(c2ccccc2)c2ccccc2)CC1)/c1ccc2c(c1)OCO2	5	5	8	-26	-3	1.0	0.58	0	-1
COc1ccc(CSc2nc(N3CCOCC3)c3c(c2C#N)CC(C)(C)OC3)cc1	-21	-6	6	-12[20 µM]	-2	-1.2	0.18	-2	1
COC1=C(Nc2ccc(C)cc2)C(=O)c2ccccc2C1=O	-7	2	-1	-6	-8	0.2	-1.1	-1	1
CN(C)C(=O)c1c(NC(=O)c2ccco2)sc2c1CCCCC2	-8	-3	14	0[20 µM]	4	-0.3	0.11	5	0
CCc1nc(SCc2ccc(F)cc2)[nH]c(=O)c1C#N	-13	0	10	-13[20 µM]	-2	1.4	-2.7	6	1
C/C=N/NC(=O)CCCC(=O)N/N=C/C	-3	3	3	-18	4	0.8	0.85	-6	-2
CC1CCc2c(sc3ncnc(N4CCN(S(=O)(=O)c5cccc6nonc56)CC4)c23)C1 (centres undefined)	·	-5	·	-15[20 µM]	·	0.0	-2.2	·	-1
COc1cccc(N2C(=O)C(CC(=O)Nc3ccc(F)cc3)N(C3CCCCC3)C2=O)c1 (centres undefined)	-15	1	13	-8[20 µM]	-1	-1.0	-0.3	4	0
O=C(c1ccccc1)N1CCN(C(=O)c2ccncc2)CC1	·	-1	·	-16[20 µM]	·	1.2	-1.1	·	-1
CC(C)c1ccc(NC(=O)c2cnn(-c3ccccc3)c2NC(=O)c2ccco2)cc1	-20	5	15	-11	2	-0.4	-3.7*	-24	-1
O=C(Nc1cccnc1)C1CCCN(S(=O)(=O)c2ccccc2)C1 (centres undefined)	-1	1	13	-23[20 µM]	1	0.1	-1.2	-1	0
CC1(C)CC(=O)C2=C(C1)N(c1cccc(O)c1)C1=C(C2)C(=O)CC(C)(C)C1	-15	-1	3	-20	1	0.4	-0.44	1	1
COc1ccc(-n2c(O)cnc2Nc2nc(C)cc(C)n2)cc1OC	6	2	11	-13[20 µM]	1	0.3	1.1	4	-2
CCCCn1nnnc1SCC(=O)N1CCCC1	0	-3	-2	-15[20 µM]	-3	-0.2	1.4	-9	5
Cc1ccc(CNC(=O)C2CC(c3ccccc3[N+](=O)[O-])=NO2)o1 (centres undefined)	-10	2	4	-25[20 µM]	-5	1.7	0.75	-7	-1
COCCN(Cc1cc2cc3c(cc2nc1Cl)OCO3)C(=O)Nc1ccc(F)cc1	-10	-1	15	-23[20 µM]	1	0.4	·	0	-1

Another view of 5 compounds above.
SMILES | hK5 inh | p97 ATPase inh | FXIIa inh 1536 | Furin inh | thrombin 1536 | PERK inh | KCC2 mod | FXIa inh | Wee1 degr inh
CC(C)c1ccc(NC(=O)c2cnn(-c3ccccc3)c2NC(=O)c2ccco2)cc1 | -20 | 5 | 15 | -11 | 2 | -0.4 | -3.7* | -24 | -1
O=C(Nc1cccnc1)C1CCCN(S(=O)(=O)c2ccccc2)C1 (centres undefined) | -1 | 1 | 13 | -23[20 µM] | 1 | 0.1 | -1.2 | -1 | 0
CC1(C)CC(=O)C2=C(C1)N(c1cccc(O)c1)C1=C(C2)C(=O)CC(C)(C)C1 | -15 | -1 | 3 | -20 | 1 | 0.4 | -0.44 | 1 | 1
COc1ccc(-n2c(O)cnc2Nc2nc(C)cc(C)n2)cc1OC | 6 | 2 | 11 | -13[20 µM] | 1 | 0.3 | 1.1 | 4 | -2
CCCCn1nnnc1SCC(=O)N1CCCC1 | 0 | -3 | -2 | -15[20 µM] | -3 | -0.2 | 1.4 | -9 | 5

New compounds follow:
SMILES	hK5 inh	p97 ATPase inh	FXIIa inh 1536	Furin inh	thrombin 1536	PERK inh	KCC2 mod	FXIa inh	Wee1 degr inh
O=[N+]([O-])c1ccc(Oc2cccc(C(F)(F)F)c2)nc1	1	1	5	-16	-4	0.4	-0.32	0	-2
O=C(C=C1CCN(c2ncc(C(F)(F)F)cc2Cl)CC1)NNC(=O)Nc1ccc(Cl)cc1	-3	-1	-21	-4[20 µM]	-12	0.1	0.16	-11	-2
S=C(Nc1ccc(Cl)cc1Cl)N1CCCCC1	-14	4	3	-7	-8	1.1	0.064	5	-2
COc1cccc(C(=O)NCC2(c3ccccc3)CCCC2)c1	·	1	11	-18	-1	0.8	-0.96	3	7
Cc1ccc(CS(=O)(=O)Cc2ccc(C(=O)NCc3cccnc3)o2)cc1	-18	0	13	-23	-2	1.7	·	7	1
COc1cc(OC)c(S(=O)(=O)NCc2ccco2)cc1S(=O)(=O)NCc1ccco1	-23	4	9	9[20 µM]	4	1.3	0.011	3	0
Fc1ccc(-n2c(Cn3nnc4ccccc43)n[nH]c2=S)cc1	4	-3	11	-16	0	0.5	-0.35	2	3
OCc1nc2ccccc2n1CCCOc1ccc(Br)cc1	-9	-11	22	-6[20 µM]	6	-0.6	-2.9*	-5	-1
O=C(NCC1CCCO1)C1CCN(C2CCN(CCCC3CCCC3)CC2)CC1 (centres undefined)	5	-3	11	-11	-5	0.2	0.59	4	1
COc1ccc(Cc2nnc(N/N=C/c3ccccc3O)[nH]c2=O)cc1OC	-52	6	18	-8	-7	-1.2	-2.4	19	-2
O=C(O)c1cnc2ccccc2n1	-13	-4	15	-17	-18	0.4	·	1	-1
C=CCn1c(O)c(N=NC(=S)Nc2ccccc2C)c2cc(S(=O)(=O)N3CCOCC3)ccc21	-5	3	16	-19	4	-1.7	14*	13	-1
Cc1cc2[nH]ncc2cc1NC(N)=S	-2	4	8	-8	-5	2.4	1.3	-1	-2
CCCCC(=O)NS(=O)(=O)c1ccc(N=NN2CCCCC2)cc1	-5	0	26	-5	2	-0.2	-0.0057	22	1
O=C1c2ccccc2C(=O)N1CCC(c1ccccc1)c1ccco1 (centres undefined)	-2	-3	3	-15[20 µM]	-9	-1.2	·	-8	1
O=C(Nc1nc(=O)c2ccccc2s1)c1ccc(Cl)cc1	1	-6	-7	-5[20 µM]	-3	-0.2	·	-13	7
CC(C)(C)NC(=O)Cn1nnc(-c2ccccc2Cl)n1	2	-1	11	-23	4	0.9	0.55	1	-1
COc1ccc(Nc2nc(C)cc(C)c2C#N)cc1OC	-5	2	5	-24	-7	0.8	0.43	-3	-1
CN(C)/C=C1/Nc2ccccc2C1=O	9	6	13	-3	4	-0.6	0.92	2	-1
COc1ccc(C2CC(=O)C(C=NCCO)=C(O)C2)cc1OC (centres undefined)	-20	4	2	-27[20 µM]	-6	-0.3	-0.078	5	-1
O=C(Nc1ccc(O)c(-c2nc3ccccc3s2)c1)C1=COCCO1	-6	5	10	-15	-2	1.4	0.19	-1	1
CC1(C)CC(=O)c2cn3nc(C(F)(F)F)nc3nc2C1	-2	2	3	-19[20 µM]	-6	-0.1	·	-12	1
C/C(=N\NC(=O)C(N)=O)c1cccc(C(F)(F)F)c1	-6	4	-1	4	-8	0.8	0.69	-6	0
CC(=O)N1[C@H](Cc2ccccc2)C=C[C@]1(C)C(=O)NCc1ccccn1	-15	2	10	-14	-2	0.7	-0.15	7	-1
O=C(Nc1ccccc1)N1CCC(C(=O)N(Cc2ccco2)Cc2cccs2)CC1	2	2	17	-28	-3	0.2	-1.5	16	-2
O=C(O)CC[C@@H](C(=O)O)N1C(=O)c2ccccc2C1=O	1	·	11	-14	4	·	-1.8	3	·
CC(C)CCn1c(N2CCN(Cc3ccccc3)CC2)nc2c1c(=O)[nH]c(=O)n2C	·	0	·	-16	·	-0.2	-0.88	·	-2
CCC(C)Sc1nc2ccccc2c(=O)[nH]1 (centres undefined)	-3	0	6	-15[20 µM]	-1	0.8	0.016	-2	0
COc1cccc(C2SCC(=O)N2c2cccc(C)c2)c1OC (centres undefined)	-13	-3	13	-29	-2	0.3	0.00078	4	4
COC(=O)C1C(=O)c2c([nH]c(C(=O)OCCOC(C)C)c2C)CC1C (centres undefined)	3	1	15	-11[20 µM]	-4	-1.0	·	5	-2
COc1ccc(NC(=S)N2CCc3cc(OC)c(OC)cc3C2)cc1	0	6	0	-4	-1	0.2	0.61	0	-2
Cc1ccc(OCC(=O)N2CCN(C(=O)c3cccnc3)CC2)cc1	-7	-8	17	-9[20 µM]	5	0.5	2.7*	10	1
Cc1ccc(NC(=O)C2CC(=O)N/C(=N/N=C/c3ccco3)S2)cc1 (centres undefined)	-3	5	5	-22	6	0.6	-0.76	0	-1
NC(=O)CC(NC(=O)c1cccc(Br)c1)c1ccc(NCCN2CCOCC2)c([N+](=O)[O-])c1 (centres undefined)	4	·	12	-27	4	·	1.9	3	·
Cc1ccc(-c2noc(C3CCN(S(C)(=O)=O)CC3)n2)o1	-12	1	15	-22	0	0.8	·	4	-1
O=C(O)C1CC(=O)N(c2ccc(OCc3ccccc3Cl)cc2)C1 (centres undefined)	1	1	1	-16[20 µM]	-7	1.0	-0.84	-6	6
Cc1ccc(N2C(=O)C3CC(c4ccccc4)=C4C5C=CC(C6C(=O)N(c7ccc(C)cc7)C(=O)C56)C4C3C2=O)cc1 (centres undefined)	-17	6	5	-19	-6	0.3	-0.53	1	-3
O=C(O)c1ccccc1C(=O)Nc1ccc(Oc2cccc3ccccc23)cc1	0	1	5	-25	-3	0.8	-1.7	-3	-2

2 compounds from above, showing only Wee1 degr inh and PERK inh:
| compound | Wee1 degr inh | PERK inh |
| --- | --- | --- |
| C/C(=N\NC(=O)C(N)=O)c1cccc(C(F)(F)F)c1 | 0 | 0.8 |
| CC(C)CCn1c(N2CCN(Cc3ccccc3)CC2)nc2c1c(=O)[nH]c(=O)n2C | -2 | -0.2 |

Complete entries, looked up by structure.
COc1cccc(C2SCC(=O)N2c2cccc(C)c2)c1OC (centres undefined) reads hK5 inh: -13; p97 ATPase inh: -3; FXIIa inh 1536: 13; Furin inh: -29; thrombin 1536: -2; PERK inh: 0.3; KCC2 mod: 0.00078; FXIa inh: 4; Wee1 degr inh: 4
Cc1ccc(NC(=O)C2CC(=O)N/C(=N/N=C/c3ccco3)S2)cc1 (centres undefined) reads hK5 inh: -3; p97 ATPase inh: 5; FXIIa inh 1536: 5; Furin inh: -22; thrombin 1536: 6; PERK inh: 0.6; KCC2 mod: -0.76; FXIa inh: 0; Wee1 degr inh: -1
C/C(=N\NC(=O)C(N)=O)c1cccc(C(F)(F)F)c1 reads hK5 inh: -6; p97 ATPase inh: 4; FXIIa inh 1536: -1; Furin inh: 4; thrombin 1536: -8; PERK inh: 0.8; KCC2 mod: 0.69; FXIa inh: -6; Wee1 degr inh: 0
